EP2 antag = blocks the human prostaglandin E2 receptor EP2; inhibition, % at 25 µM; actives 0.52% (n = 260,000); P43116; C6 glioma cells expressing human EP2, cAMP TR-FRET; cells stimulated with saturating PGE2;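 active = percent inhibition above 40 after rounding to a whole number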;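 note: rat C6 glioma host cells with rolipram phosphodiesterase inhibitor present; the protocol text gives 20 µM as final concentration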
Target sequence (P43116 whole entry, looked up): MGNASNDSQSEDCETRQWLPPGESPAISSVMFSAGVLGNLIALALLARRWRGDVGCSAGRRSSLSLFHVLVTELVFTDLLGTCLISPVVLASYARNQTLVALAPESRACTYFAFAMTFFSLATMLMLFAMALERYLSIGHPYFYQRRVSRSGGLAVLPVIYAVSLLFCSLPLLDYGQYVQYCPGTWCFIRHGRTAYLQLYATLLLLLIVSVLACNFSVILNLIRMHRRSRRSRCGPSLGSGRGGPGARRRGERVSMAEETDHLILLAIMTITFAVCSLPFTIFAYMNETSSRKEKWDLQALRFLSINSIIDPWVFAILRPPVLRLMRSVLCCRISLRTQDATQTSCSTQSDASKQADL
Tb hexokinase = T. brucei hexokinase 1 inhibition; recombinant TbHK1, G6PDH-coupled NADH A340; inhibition, % at 10 µM; actives 0.11% (n = 220,000);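 active = inhibition of 50% or more in the single-dose primary screen; inactive = inhibition below 50%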
TNF necrop inh = blocks TNF-alpha induced death of Jurkat FADD-/- cells | AID 463075 | activation (protection from cell death), % at 10 µM | Jurkat FADD-/- TNF necroptosis rescue, ATP luminescence, 24 h; 0 = TNF only, 100 = no-TNF cells | actives 0.068% (n = 220,000);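 active = activation, meaning protection from cell death, of at least 50% relative to plate controls; inactive = activation below 50%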;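 note: necroptosis triggered by 40 ng/mL TNF-alpha added together with compound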
FXIIa inh = factor XIIa (human) inhibition; purified FXIIa, Boc-QGR-AMC fluorogenic substrate, 2 h; actives 0.3% (n = 220,000); AID 800; P00748; inhibition, % at 5 µM; in the data active = inhibition above about 40%;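 note: 0% = enzyme with no compound and 100% = blank without enzyme; many of its hits are not listed in these tables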
PPC-1+TRAIL kill = kills PPC-1 cancer cells in the presence of TRAIL. cell killing (% activity), % at 4 µM. AID 1443. actives 0.41% (n = 220,000). PPC-1 cells + TRAIL, ATPLite viability luminescence;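 active = cell killing above 50% in the first pass at 4 µM, then a duplicate retest at 5 µM averaging 50% or more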;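 note: plate controls were cells with TRAIL plus DMSO for no effect and medium-only wells lacking cells for full effect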
Wee1 stabilizer = inhibitors of human Wee1 degradation. reporter increase, % at 5 µM. actives 1.2% (n = 220,000). HeLa Luc-Wee1K328M stability, luciferase luminescence; 100% = proteasome inhibitor MG132 effect. AID 1321;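 active = activation above the mean of all tested compounds plus 3 SD, set per screening run, cut at about 8.8% in these data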;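 note: cells exposed to compound for 20 h before luminescence read; 0% = DMSO alone and 100% = MG132 at 30 µM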
Target sequence (P30291 whole entry K328M): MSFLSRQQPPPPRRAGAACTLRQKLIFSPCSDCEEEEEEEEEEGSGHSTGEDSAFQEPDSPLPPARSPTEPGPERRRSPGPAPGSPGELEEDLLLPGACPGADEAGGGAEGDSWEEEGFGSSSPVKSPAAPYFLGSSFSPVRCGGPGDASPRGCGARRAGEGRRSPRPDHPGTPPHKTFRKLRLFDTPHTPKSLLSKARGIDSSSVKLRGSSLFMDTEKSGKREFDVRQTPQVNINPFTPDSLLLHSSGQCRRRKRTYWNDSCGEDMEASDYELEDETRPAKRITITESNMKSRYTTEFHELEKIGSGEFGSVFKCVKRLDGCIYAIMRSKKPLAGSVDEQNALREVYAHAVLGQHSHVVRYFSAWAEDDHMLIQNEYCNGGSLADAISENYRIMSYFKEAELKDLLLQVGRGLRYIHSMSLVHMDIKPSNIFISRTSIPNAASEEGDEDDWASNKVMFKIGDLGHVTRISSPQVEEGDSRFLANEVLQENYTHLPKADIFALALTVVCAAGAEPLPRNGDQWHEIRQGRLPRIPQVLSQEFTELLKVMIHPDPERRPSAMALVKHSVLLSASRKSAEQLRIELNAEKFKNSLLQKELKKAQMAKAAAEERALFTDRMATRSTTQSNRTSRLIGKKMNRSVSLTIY
FXIa inh 1536 = factor XIa (human) inhibition; P03951; purified FXIa, Boc-Glu-Ala-Arg-AMC fluorogenic substrate; inhibition, % at 5 µM; actives 0.14% (n = 220,000); AID 798;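 active = inhibition of at least 40%; inactive = inhibition below 40%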;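 note: fluorescence of freed AMC excited at 355 nm; 0% = enzyme without compound and 100% = no enzyme blank; many of its hits are not listed in these tables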
zVAD death inh = blocks zVAD induced death of L929 cells; L929 zVAD necroptosis rescue, ATP luminescence, 24 h; with zVAD 60 µM; viability rescue, % at 10 µM; actives 0.38% (n = 220,000);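 active = activation, scaled between plate controls, above about 75%, limit read from the data; inactive = activation under that limit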;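 note: 0% = zVAD with DMSO and 100% = DMSO alone without zVAD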
CHOP inh = inhibitors of CHOP induction in ER stress response; CHO-K1 CHOP-promoter luciferase, tunicamycin-induced, 15-18 h; inhibition, % at 10 µM; actives 3.8% (n = 220,000); AID 2732;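 active = compounds that reduced the stress-induced luciferase reporter signal by more than about 70% of percent inhibition, limit read from the data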;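 note: 0% = tunicamycin plus vehicle and 100% = wells without tunicamycin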
An asterisk follows results filed as active; . = not tested or not shown; & = joins results of further samples.

Order of values: EP2 antag | Tb hexokinase | TNF necrop inh | FXIIa inh | PPC-1+TRAIL kill | Wee1 stabilizer | FXIa inh 1536 | zVAD death inh | CHOP inh
COc1ccccc1NC(=S)NC(=O)c1c(-c2ccccc2Cl)noc1C
 : 3 | 0 | 0.9 | 8 | 12 | 1 | 6 | -0.4 | 3
CC1(C)CC(=NOC(=O)c2ccccc2)CC(C)(C)N1
 : 8 | 4 | -1.3 | 16 | . | -1 | 4 | -0.3 | 5
O=C1CSC(=Nc2ccccc2)N1
 : 6 | 1 | 1.2 | 20 | 9 | -3 | 11 | 1.2 | -10
COc1cccc(CNC(=O)CCC2CCCN(C(=O)CCn3cncn3)C2)c1 (stereo not given)
 : 8 | 0 | -0.3 | 10 | -3 | -1 | 3 | 1.4 | -6
CC1C=CCC2C(=O)N(c3cccc(C(=O)N4CCCCCC4)c3)C(=O)C12 (stereo not given)
 : 6 | 5 | 1.3 | 4 | . | -2 | -2 | 0.8 | 5
O=C(OCc1cccc(F)c1)c1ccc2c(c1)-c1ccccc1C2=O
 : 6 | 10 | -2.9 | 19 | 14 | 0 | 3 | 0.0 | 44
CCN(CC)S(=O)(=O)c1cccc(S(=O)(=O)c2cccc(S(=O)(=O)N(CC)CC)c2)c1
 : 4 | -2 | -4.4 | . | 7 | 1 | . | -0.6 | .
COc1ccc(N2Nc3n[nH]c(N)c3N2)cc1
 : 8 | -30 | -3.2 | 6 | 15 | 1 | -2 | 0.1 | 8
CCCCC(=O)N=c1sc2c(OC)ccc(OC)c2n1C
 : 6 | -6 | -0.3 | 11 | -4 | 0 | 6 | 0.3 | 5
CC(C(=O)Nc1ccc(S(=O)(=O)N2CCOCC2)cc1)N1C(=O)C2CC=CCC2C1=O (stereo not given)
 : 1 | 6 | 0.4 | 8 | 8 | 0 | 4 | -1.1 | -11
Cc1cccc(C(=O)Oc2ccccc2/C=N/Nc2ccc([N+](=O)[O-])cc2)c1
 : 8 | 12 | 4.0 | 8 | 7 | 2 | -6 | 2.0 | 60
O=C(CN1CCN(C(=O)N2CCOCC2)CC1)Nc1ccc(Br)cc1
 : 9 | 5 | 2.5 | 18 | 14 | 1 | 2 | 0.5 | -7
O=C(CNC1=NCCC1)c1ccc2c(c1)OCCO2
 : 8 | -7 | 1.3 | 12 | 20 | -2 | 8 | -0.1 | 39
CN1CCN(S(=O)(=O)c2ccc(-c3noc(C4CCN(S(C)(=O)=O)CC4)n3)cc2)CC1
 : 8 | -5 | -11 | 2 | 2 | 4 | -1 | -0.1 | -4
CSc1nccc(-c2c(-c3ccc(Cl)cc3)noc2C)n1
 : 4 | -7 | 1.7 | 12 | 3 | 0 | 1 | 0.8 | 8
Cc1cccc(NC(=O)CSc2ccc(-c3ccccn3)nn2)c1C
 : 4 | 2 | 0.4 | 4 | -7 | 1 | -5 | 1.8 | 18
CCOC(=O)CC1=C(C(=O)OCC)C(c2ccc(OC)cc2OC)C(C#N)=C(N)O1 (stereo not given)
 : 15 | -10 | -0.4 | 1 | -4 | 0 | -1 | 0.4 | -26
CCS(=O)(=O)N1CCN(c2ccc([N+](=O)[O-])c(NCc3cccnc3)c2)CC1
 : 6 | -4 | 0.0 | 3 | 9 | -1 | -3 | -1.5 | -10
OC(COC(c1ccc(Cl)cc1)c1ccc(Cl)cc1)CN1CCCC1 (stereo not given)
 : 4 | 10 | -1.8 | 14 | 30 | 3 | 2 | 1.5 | -7
Cc1cc(/C=C2/SC(=S)N(c3ccc([N+](=O)[O-])cc3)C2=O)c(C)n1-c1cccnc1
 : 11 | -14 | -17 | 13 | 36 | -1 | 7 | . | 71*
CCN(CC)CCOC(=O)c1ccc(N/C=C(/C#N)c2nc(-c3ccc4c(c3)OCO4)cs2)cc1
 : 6 | 0 | -26 | 9 | 12 | -1 | 0 | -0.8 | 69
O=C(NCCc1ccccc1)c1ccc(CS(=O)(=O)Cc2ccccc2F)o1
 : 12 | -2 | -1.5 | 16 | 29 | 0 | 0 | -1.2 | 28
COc1ccc(N(CC(=O)NCc2ccccc2)C(=O)Cn2nnc(-c3ccccc3F)n2)cc1OC
 : 5 | -5 | 0.9 | 12 | 16 | 0 | 4 | -0.2 | 13
Nc1[nH]c(=O)[nH]c(=O)c1N=Nc1cccc(Cl)c1
 : 6 | 2 | 0.4 | 9 | 27 | -1 | 7 | 2.4 | 26
CN(C)CCNC(=O)/C=N/O
 : 3 | -3 | 1.6 | 9 | 16 | -3 | 8 | 0.6 | -7
O=C(C1CCCO1)N1CCN(C(=S)Nc2ccccc2Cl)CC1 (stereo not given)
 : 2 | -6 | 1.6 | 11 | -14 | 2 | 11 | -0.4 | 25
NS(=O)(=O)c1ccc(NC(=O)COC(=O)c2ccc([N+](=O)[O-])s2)cc1
 : 7 | -38 | -2.7 | 11 | -4 | -1 | 8 | 0.6 | -5
CCCS(=O)(=O)c1nc(C)cc(C)c1S(C)(=O)=O
 : 3 | -4 | -0.7 | 6 | -10 | -2 | -1 | -1.2 | 21
COc1ccc(CCN(C)C(=O)CSc2nccn2C)cc1OC
 : 5 | 7 | -3.1 | 7 | 23 | 1 | 0 | -0.1 | 13
COc1cccc(CNC(=O)C2CCCN(c3nn4c(=O)cc(C)nc4s3)C2)c1OC (stereo not given)
 : 8 | -2 | -0.6 | 14 | 0 | 2 | -3 | -1.4 | -2
CC(=O)Nc1sc2c(c1C(N)=O)CCC2
 : 17 | -9 | -2.2 | 11 | 14 | -2 | 2 | 1.4 | 14
Cc1nnc2ccc(N3CCCC3)nn12
 : 16 | 3 | -0.9 | 6 | 14 | -3 | 2 | -0.4 | 21
Cc1cc(C)cc(N(CC(=O)O)S(=O)(=O)c2c(C)[nH]c(=O)[nH]c2=O)c1
 : 5 | -7 | 0.3 | 8 | -2 | -2 | 0 | 0.0 | 2
CCOC(=O)c1c(-c2ccccc2)csc1NC(=O)C(C)NCc1ccco1 (stereo not given)
 : 5 | -6 | 2.2 | 12 | 10 | 1 | 10 | 1.2 | 27
CCOC(=O)C1=C(C)NC(=O)NC1c1ccc(-c2ccc(Cl)cc2)o1 (stereo not given)
 : 5 | -4 | 4.7 | 10 | -1 | 7 | 0 | 6.1 | 45
Cc1cccc(C)c1Nc1nnc(SCc2nc3ccccc3s2)s1
 : 15 | -1 | -1.9 | 0 | 24 | 1 | 8 | 1.1 | 18
C/C(=N\Nc1ncc(Cl)cc1Cl)c1ccc2c(c1)OCO2
 : 11 | -6 | 5.6 | 7 | -25 | -2 | -4 | 9.6 | -9
OC(CNC1CCCCC1)COCCOc1ccc(Br)cc1 (stereo not given)
 : 7 | 11 | 5.3 | 12 | 18 | -2 | 5 | 3.3 | 22
CCN(CC)CCNC(=O)CNC(=S)N(CCCN1CCOCC1)Cc1cccs1
 : 9 | 7 | 0.7 | 4 | -18 | 2 | -6 | 0.0 | -5
COc1ccc(S(=O)(=O)N2CCCC(C(=O)NCCC3=CCCCC3)C2)cc1 (stereo not given)
 : 20 | -3 | 0.5 | 17 | 9 | 3 | 2 | -0.1 | 8

Some of these compounds in order of number of heavy atoms, ascending:
Order of values: EP2 antag | Tb hexokinase | TNF necrop inh | FXIIa inh | PPC-1+TRAIL kill | Wee1 stabilizer | FXIa inh 1536 | zVAD death inh | CHOP inh
CCOC(=O)C1=C(C)NC(=O)NC1c1ccc(-c2ccc(Cl)cc2)o1 (stereo not given)
 : 5 | -4 | 4.7 | 10 | -1 | 7 | 0 | 6.1 | 45
COc1ccc(S(=O)(=O)N2CCCC(C(=O)NCCC3=CCCCC3)C2)cc1 (stereo not given)
 : 20 | -3 | 0.5 | 17 | 9 | 3 | 2 | -0.1 | 8
CCN(CC)CCNC(=O)CNC(=S)N(CCCN1CCOCC1)Cc1cccs1
 : 9 | 7 | 0.7 | 4 | -18 | 2 | -6 | 0.0 | -5

Additional compounds follow:
Order of values: EP2 antag | Tb hexokinase | TNF necrop inh | FXIIa inh | PPC-1+TRAIL kill | Wee1 stabilizer | FXIa inh 1536 | zVAD death inh | CHOP inh
C[C@H](NC(=O)OC(C)(C)C)C(=O)N/N=C/C1=Cc2ccccc2OC1
 : 11 | -41 | 3.1 | 4 | -4 | 9.7* | 8 | 5.2 | 13
CN(C)CCCn1c(=O)n(Cc2ccco2)c(=O)c2c3c(sc21)CCCCC3
 : 9 | 9 | -7.3 | 10 | 31 | 0 | 3 | 1.3 | -5
CN(C)c1ccc(NC(=O)CSc2n[nH]c(-c3ccco3)n2)cc1
 : 8&8 | 2 | 1.8 | 5 | 13 | -1 | -7 | 7.4 | -21
Cc1ccc(NC(=O)C(Cc2ccccc2)NC(=O)OCc2ccccc2)cc1C (stereo not given)
 : 3 | -4 | 2.0 | -2 | 4 | -1 | -7 | 0.9 | 65
O=C(CN(Cc1cccs1)C(=O)CN1C(=O)COc2ccccc21)NCc1ccco1
 : 7 | 2 | 1.1 | 9 | 31 | -2 | 7 | 0.3 | 8
COc1cccc(OCCNc2cc(N3CCOCC3)ccc2[N+](=O)[O-])c1
 : 5 | -10 | 0.9 | -2 | 8 | -3 | -7 | 0.7 | 9
CCOC(=O)c1ccc(N=NN(C)C)cc1
 : 10 | -47 | 1.3 | 7 | 10 | 5 | -1 | -0.3 | 1
COC(=O)Cc1c(C)c2ccc(O)c(CN3CCCC(C)C3)c2oc1=O (stereo not given)
 : 10 | -42 | 0.6 | -84 | 12 | 1 | -73 | 0.8 | -11
O=C(COc1nc2ccccc2nc1N1CCOCC1)NC1CCCCC1
 : 7 | -21 | 1.6 | 12 | -6 | 1 | 1 | 0.3 | -12
CC(CNC(=O)CC(C)(C)C)NC(=O)CC(C)(C)C (stereo not given)
 : 11 | 4 | -0.2 | 7 | 19 | -2 | -3 | -0.1 | 10
CCCCCc1nnc(NC(=O)Cc2ccc([N+](=O)[O-])cc2)s1
 : 3 | 6 | -0.3 | 10 | -3 | 6 | 3 | -0.2 | 5
Cc1nn(-c2ccccc2)c(Cl)c1C(=O)NCCCCNC(=O)c1c(C)nn(-c2ccccc2)c1Cl
 : 14 | 9 | 1.3 | 26 | -10 | 0 | 16 | -0.4 | 10
Cc1cc(C)nc(N2CCCC(C(=O)NCc3ccccc3F)C2)n1 (stereo not given)
 : 11&4 | 1 | 0.8 | -3 | -19 | 1 | -7 | 0.6 | 2
CCC(C)(C)n1nnnc1C(c1ccc(C)cc1)N1CCSCC1 (stereo not given)
 : 7 | 1 | -3.8 | 25 | 20 | -1 | 20 | -0.3 | 37

Of the compounds above, six contain a furan ring, fused or not.
Order of values: EP2 antag | Tb hexokinase | TNF necrop inh | FXIIa inh | PPC-1+TRAIL kill | Wee1 stabilizer | FXIa inh 1536 | zVAD death inh | CHOP inh
O=C(NCCc1ccccc1)c1ccc(CS(=O)(=O)Cc2ccccc2F)o1
 : 12 | -2 | -1.5 | 16 | 29 | 0 | 0 | -1.2 | 28
CCOC(=O)c1c(-c2ccccc2)csc1NC(=O)C(C)NCc1ccco1 (stereo not given)
 : 5 | -6 | 2.2 | 12 | 10 | 1 | 10 | 1.2 | 27
CCOC(=O)C1=C(C)NC(=O)NC1c1ccc(-c2ccc(Cl)cc2)o1 (stereo not given)
 : 5 | -4 | 4.7 | 10 | -1 | 7 | 0 | 6.1 | 45
CN(C)CCCn1c(=O)n(Cc2ccco2)c(=O)c2c3c(sc21)CCCCC3
 : 9 | 9 | -7.3 | 10 | 31 | 0 | 3 | 1.3 | -5
CN(C)c1ccc(NC(=O)CSc2n[nH]c(-c3ccco3)n2)cc1
 : 8&8 | 2 | 1.8 | 5 | 13 | -1 | -7 | 7.4 | -21
O=C(CN(Cc1cccs1)C(=O)CN1C(=O)COc2ccccc21)NCc1ccco1
 : 7 | 2 | 1.1 | 9 | 31 | -2 | 7 | 0.3 | 8

Some of the compounds tested, so the mix of outcomes need not match the whole.
